# rat GALR2 ag: GALR2 (rat) receptor agonism | 16,000 tested, 0.5% active | O08726 | activation, % at 10 µM | cell-based GALR2 agonist screen | AID 833; in the data active = activation above about 15%
# Luminol counter: counter-screen for Nox1 inhibitors: inhibitors of luminol chemiluminescence; HRP/luminol/H2O2 chemiluminescence counterscreen; inhibition, % at 6.7 µM; 16,000 tested, 0.4% active; AID 1823; note: reference of the scale not given here
# PME-1 Maybridge: PME-1 (human) inhibition, Maybridge primary screen; recombinant PME-1, FP-Rh probe fluorescence polarization; 16,000 tested, 0.5% active; inhibition, % at 9 µM; in the data active = inhibition above about 30%
# NOTCH agonist: agonists of NOTCH signaling; 15,000 tested, 0.4% active; AID 434982; NOTCH signaling luciferase reporter cells, luminescence; activation, % at 2.5 µM; in the data active = activation above about 2.2%
# TLR4-MyD88 inh: TLR4-MyD88 interaction inhibition. O00206. Cell-based TLR4-MyD88 binding inhibition assay. inhibition, % at 10 µM. 16,000 tested, 0.06% active; in the data active = inhibition above about 45%
# S1P1 ag: S1P1 (human) receptor agonism; P21453; S1P1 agonist cell-based reporter assay; activation, % at 4.5 µM; 16,000 tested, 1.5% active; AID 1044; in the data active = activation above about 80%
# OPRK1 antag MB: OPRK1 (human) antagonism, Maybridge screen; P41145; OPRK1 cells, antagonist mode, fluorescence readout; inhibition, % at 9 µM; 16,000 tested, 0.4% active; in the data active = inhibition above about 50%
# Target sequence (P41145 whole entry, looked up): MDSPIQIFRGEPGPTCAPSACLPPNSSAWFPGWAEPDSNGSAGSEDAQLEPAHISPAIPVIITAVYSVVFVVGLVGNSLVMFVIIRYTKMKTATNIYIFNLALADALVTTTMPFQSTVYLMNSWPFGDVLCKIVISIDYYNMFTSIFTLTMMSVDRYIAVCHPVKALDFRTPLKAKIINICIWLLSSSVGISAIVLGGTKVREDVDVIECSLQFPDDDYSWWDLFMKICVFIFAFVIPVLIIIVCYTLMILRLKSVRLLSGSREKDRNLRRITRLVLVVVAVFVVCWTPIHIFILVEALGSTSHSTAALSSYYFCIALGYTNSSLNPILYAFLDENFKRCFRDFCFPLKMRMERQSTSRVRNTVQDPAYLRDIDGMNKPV
# Nox1 inhibitor: human Nox1 inhibition; HT29 cells, luminol chemiluminescence ROS; 16,000 tested, 0.81% active; AID 1792; inhibition, % at 6.7 µM; Q9Y5S8
# Target sequence (Q9Y5S8 whole entry, looked up): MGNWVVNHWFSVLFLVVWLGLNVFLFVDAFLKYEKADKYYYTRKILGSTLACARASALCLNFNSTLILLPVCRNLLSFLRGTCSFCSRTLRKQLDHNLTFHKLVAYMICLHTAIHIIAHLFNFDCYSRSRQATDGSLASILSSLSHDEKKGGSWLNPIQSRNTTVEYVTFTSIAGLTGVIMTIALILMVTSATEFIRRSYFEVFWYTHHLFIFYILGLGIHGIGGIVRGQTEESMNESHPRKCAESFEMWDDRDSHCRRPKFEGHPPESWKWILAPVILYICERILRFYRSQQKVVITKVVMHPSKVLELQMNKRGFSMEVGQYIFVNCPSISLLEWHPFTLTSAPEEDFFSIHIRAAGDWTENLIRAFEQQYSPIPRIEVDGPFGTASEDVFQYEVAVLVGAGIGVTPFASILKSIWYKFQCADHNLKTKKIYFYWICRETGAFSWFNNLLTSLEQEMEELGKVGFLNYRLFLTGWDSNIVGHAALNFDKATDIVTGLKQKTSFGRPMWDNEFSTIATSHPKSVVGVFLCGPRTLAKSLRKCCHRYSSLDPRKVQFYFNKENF
# * = called active by the depositor; x = no result given. Cut-off read from the data, not from the text of the source, unless noted: active = inhibition above about 75%; inactive = the rest.
# Sequence of screens: rat GALR2 ag	Luminol counter	PME-1 Maybridge	NOTCH agonist	TLR4-MyD88 inh	S1P1 ag	OPRK1 antag MB	Nox1 inhibitor
> CC(=O)NC(COC(C)=O)C(OC(C)=O)c1ccc([N+](=O)[O-])cc1 (stereo not given)
 : -4.8	2.1	-2.2	-5.7	7.9	3.1	15.0	-55.4
> FC(F)(F)c1ccnc(Oc2ccc(/C=N/NC(=S)Nc3cc(Cl)ccc3Cl)cc2)n1
 : -9.0	-27.6	-9.3	0.9	-10.8	-5.5	-2.0	15.7
> COC(=O)c1c(OC)ccc([N+](=O)[O-])c1OC
 : -8.8	-3.9	4.5	-0.2	-10.6	-0.2	16.3	-1.5
> Cn1c(SCC(=O)NNC(=O)c2cccc3ccccc23)nnc1-c1ccco1
 : -1.0	1.5	-1.3	-0.1	-2.6	-21.4	2.2	-55.7
> CC(C)(C)OC(=O)NC(CC(N)=O)C(=O)O (stereo not given)
 : -4.2	-4.7	2.2	0.0	-5.7	-13.7	31.9	-14.2
> Cc1noc(C)c1S(=O)(=O)Nc1ccc(Cl)cc1
 : -5.1	2.6	-4.9	-1.0	0.4	8.0	9.9	-51.8
> Cn1nc(C(F)(F)F)c2cc(C(=O)Nc3ccc(F)c(Cl)c3)sc21
 : -10.5	-6.3	-170.6	-0.8	1.3	2.9	14.1	15.2
> O=[N+]([O-])c1cccnc1Sc1ccccc1C1=NCCCN1
 : -5.9	-1.1	3.7	-0.8	5.8	-0.1	11.7	-48.8
> CCOC(=O)c1c(C)n(-c2ccccc2)c2ccc(OC)cc12
 : -0.8	-4.9	3.0	-0.3	0.1	-6.1	14.4	21.6
> COc1ccc(OC)c(/C=C(\C#N)C(N)=O)c1
 : -4.5	2.4	2.1	-0.4	11.9	92.4*	-9.1	-91.8
> O=C1COc2ccccc2C(=O)N1
 : -5.2	-1.9	1.1	-0.2	-4.3	-13.9	11.1	-26.3
> Clc1cccc(N2CCN(CN3CCN(c4cccc(Cl)c4)CC3)CC2)c1
 : -6.0	-0.7	0.4	-0.4	-3.3	16.7	-6.3	-30.9
> O=C(CC1=NC(c2ccccc2O)ON1)N1CCCC1 (stereo not given)
 : -7.2	0.3	3.4	0.6	-0.3	-6.0	13.1	3.9
> CC(C)(C)OC(=O)N1CCCC[C@@H]1C(=O)O
 : -1.4	-6.7	2.7	0.1	4.6	5.5	22.7	19.1
> NCC(c1ccc[nH]1)C(F)(F)F (stereo not given)
 : -3.2	-2.6	-2.6	-0.7	-3.8	7.7	-8.3	-9.6
> N/C(CSc1cccs1)=N\O
 : -4.2	-3.4	8.7	-0.7	x	6.0	7.0	27.2
> Cc1nc(SCc2ccc(C(F)(F)F)cc2)n(C)c(=O)c1Oc1cccc(C(F)(F)F)c1
 : -6.4	-1.2	0.8	1.2	2.7	7.3	-4.7	-2.9
> N#C/C=C/c1ccc(C(F)(F)F)cc1[N+](=O)[O-]
 : -5.4	1.6	-0.8	-0.4	x	18.3	-8.8	-28.3
> CCC(C)NCCS(=O)(=O)c1ccc(Cl)cc1 (stereo not given)
 : -8.0	-25.2	-2.6	-0.7	4.5	4.3	9.5	-27.3
> O=S(=O)(O)c1ncccn1
 : -6.4	1.0	-1.4	-1.0	9.4	3.7	-25.5	-54.0
> CCc1cnc(/N=C/NO)nc1-c1c(F)cccc1F
 : -3.4	7.3	1.9	0.2	2.6	9.4	8.6	7.5
> Cn1nc(-c2ccccc2)cc1NC(=O)c1sc2ccccc2c1Cl
 : -4.5	-6.4	-11.2	-1.6	-0.8	4.5	-16.2	6.4
> COc1cccc2sc(NC=C(C#N)C#N)nc12
 : -2.0	1.5	0.0	0.4	0.1	4.8	-1.9	-26.1
> S=C(SCc1ncon1)N1CCOCC1
 : -7.5	-1.3	-8.2	0.1	7.7	6.3	4.2	-8.1
> Cc1ccc(OS(=O)(=O)c2cc(C(F)(F)F)cc(C(F)(F)F)c2)c([N+](=O)[O-])n1
 : -3.3	-1.4	9.8	0.6	8.2	-3.8	10.8	4.1
> Cc1cc(C(=O)NNC(=O)Nc2ccc(Cl)cc2)no1
 : -3.9	68.5	2.1	-0.3	4.8	-7.0	3.9	-40.1
> NC(=S)NCc1ccncc1
 : -8.2	1.5	4.3	-0.2	-0.3	-2.5	-3.4	-30.2
> Cc1nc(C)c(S(=O)(=O)NCc2ccc3c(c2)CCO3)s1
 : -4.4	0.2	3.1	-0.6	-11.4	-2.9	-20.3	-6.4
> NNC(=O)CN1C(=O)CSc2ccc(C(F)(F)F)cc21
 : -4.5	-0.3	-0.4	0.2	3.7	-4.8	6.3	-22.1
> NNC(=O)CS(=O)(=O)CS(=O)(=O)CC(=O)NN
 : -6.3	7.6	0.6	-0.4	10.7	-7.0	17.8	10.5

# A draw from above in order of heavy-atom count, ascending:
# Sequence of screens: rat GALR2 ag	Luminol counter	PME-1 Maybridge	NOTCH agonist	TLR4-MyD88 inh	S1P1 ag	OPRK1 antag MB	Nox1 inhibitor
> COc1cccc2sc(NC=C(C#N)C#N)nc12
 : -2.0	1.5	0.0	0.4	0.1	4.8	-1.9	-26.1
> O=C(CC1=NC(c2ccccc2O)ON1)N1CCCC1 (stereo not given)
 : -7.2	0.3	3.4	0.6	-0.3	-6.0	13.1	3.9
> Clc1cccc(N2CCN(CN3CCN(c4cccc(Cl)c4)CC3)CC2)c1
 : -6.0	-0.7	0.4	-0.4	-3.3	16.7	-6.3	-30.9
> Cc1ccc(OS(=O)(=O)c2cc(C(F)(F)F)cc(C(F)(F)F)c2)c([N+](=O)[O-])n1
 : -3.3	-1.4	9.8	0.6	8.2	-3.8	10.8	4.1
> Cn1c(SCC(=O)NNC(=O)c2cccc3ccccc23)nnc1-c1ccco1
 : -1.0	1.5	-1.3	-0.1	-2.6	-21.4	2.2	-55.7
> FC(F)(F)c1ccnc(Oc2ccc(/C=N/NC(=S)Nc3cc(Cl)ccc3Cl)cc2)n1
 : -9.0	-27.6	-9.3	0.9	-10.8	-5.5	-2.0	15.7
> Cc1nc(SCc2ccc(C(F)(F)F)cc2)n(C)c(=O)c1Oc1cccc(C(F)(F)F)c1
 : -6.4	-1.2	0.8	1.2	2.7	7.3	-4.7	-2.9

# Next part
# Sequence of screens: rat GALR2 ag	Luminol counter	PME-1 Maybridge	NOTCH agonist	TLR4-MyD88 inh	S1P1 ag	OPRK1 antag MB	Nox1 inhibitor
> CC(C1CC1)N(C(=O)c1ccccc1)c1ccccc1 (stereo not given)
 : 0.1	-5.8	5.0	-0.1	3.2	11.2	15.6	11.4
> CC1(C)CC(=O)C=C(SCCS(=O)(=O)c2ccc(Cl)cc2)S1
 : -5.7	-7.9	13.2	-0.4	-11.1	9.2	-19.1	12.6
> Cc1cccc(C)c1NC(=O)C(C)Oc1ccc(Cl)cc1Cl (stereo not given)
 : -7.7	-7.7	5.5	-0.5	-6.8	-3.9	-8.2	17.3
> O=[N+]([O-])c1cc(CO)ccc1N1CCCC1
 : -4.9	7.5	0.9	0.1	-3.8	4.8	-7.7	-12.6
> CC(C)(C)c1ccc(C(=O)NC(=O)Nc2ccccc2)s1
 : -2.4	-4.4	0.0	-0.2	1.4	-1.9	6.5	-10.1
> O=C(CN1C(=O)c2ccccc2C1=O)Nc1cscc1S(=O)(=O)c1ccccc1
 : -5.6	2.1	4.9	-0.9	10.7	38.1	-20.8	-52.2
> CCOC(=O)Cn1cc(C(=O)OCC)c(C(F)(F)F)n1
 : -6.7	-7.4	7.7	0.2	-0.1	-0.5	13.4	8.1
> COC(=O)Cc1nc(NC(=O)c2cc(C)oc2C(F)(F)F)sc1C
 : -6.1	-1.1	0.8	0.0	-2.8	6.8	-3.8	-66.7
> N#Cc1ccc(N2CCN(C(=O)c3cccs3)CC2)cc1
 : -2.4	-5.3	4.3	-0.1	-5.3	7.4	-0.7	-21.7
> CCOC(=O)c1ccc(NC(=O)NC(=O)c2c(SC)nsc2SC)cc1
 : -2.5	-0.2	-0.3	0.0	-6.2	-20.8	-3.7	-44.9
> COC(=O)c1cc(NC(=O)c2c(Cl)cccc2Cl)ccc1N1CCOCC1
 : -7.3	1.7	0.0	-0.5	-6.5	-11.2	10.2	-16.0
> O=C1CCc2cc(C3=CSC4=NCCCN34)ccc2N1
 : -5.6	0.8	-0.2	0.1	0.1	-2.6	-6.8	-56.0
> Cc1ccc(S(=O)(=O)NC(=O)NCCNc2ncc(C(F)(F)F)cc2Cl)cc1
 : -5.4	1.8	-0.1	0.4	-0.5	-0.9	20.8	-64.7
> Oc1c(CN2CCOCC2)ccc2ccccc12
 : -6.4	2.5	5.9	-1.6	-9.0	7.6	16.8	-94.1
> FC(F)(F)c1ccc(NC(=S)N2CCSCC2)c(Cl)c1
 : -5.3	1.2	6.3	-4.9	-5.8	-1.6	-4.1	7.3
> CCN(CC)C(=O)O/N=C(\N)c1cc(Br)c(OC)c(Br)c1
 : -8.6	-4.2	3.8	0.2	-1.3	0.4	5.9	-21.5
> NC(=O)NC(=S)NC(=O)c1ccccc1Cl
 : -1.6	4.2	1.9	-0.9	-6.3	-7.0	12.6	-63.2
> O=C(NNC(=O)c1cnccc1C(F)(F)F)c1ccccc1
 : -8.0	3.0	1.1	0.7	-10.6	-8.3	-8.7	-24.2
> Cc1nc(C)c(-c2ccnc(NC(=O)Nc3ccc(Cl)cc3)n2)s1
 : -6.2	0.7	0.1	-1.0	8.0	25.3	13.0	-38.5
> NC(=S)Nc1cccc2nonc12
 : 0.4	8.6	3.4	0.4	-4.5	-3.9	13.2	-29.2
> CCOC(=O)C(=CNc1ccccc1SCCC#N)C(=O)OCC
 : -8.2	-1.8	1.2	1.6	-8.0	-7.5	-10.9	-9.9
> NC(=O)c1cc(Cl)c(Cl)cc1C(N)=O
 : -8.8	0.2	2.3	-0.5	0.3	-2.8	-1.3	-51.8
> Cc1nc2ccccn2c1C(=O)N/N=C/c1ccccc1
 : -3.5	5.7	-1.8	0.0	-3.4	3.9	-0.2	-56.5
> Cc1ccc2cc(NC(=O)Cc3ccccc3)ccc2n1
 : -5.8	-0.2	-1.4	0.1	2.5	-4.4	-9.3	-55.0
> CC(=O)O[C@@H]1O[C@@H]2CO[C@@H](c3ccccc3)O[C@H]2[C@H](OC(C)=O)[C@H]1OC(C)=O
 : -2.5	4.5	2.4	-0.3	-1.1	-17.2	-11.2	-78.5
> O=C(CC1Sc2ccccc2NC1=O)NO (stereo not given)
 : -6.4	7.3	2.1	-0.5	-3.0	2.2	-6.0	-3.0
> COc1cc(OC)c(N2C(=O)C=CC2=O)cc1Cl
 : -11.0	0.9	-4.2	-5.5	-3.9	28.2	-1.8	-14.2
> COc1ccc(/C(C)=N/OC(=O)c2sc3ccccc3c2Cl)cc1CN1CCCC1
 : -3.2	-2.1	5.1	0.7	-2.8	4.9	28.0	11.6
> Clc1ccc(-c2csc(-c3ccsc3)n2)s1
 : -10.9	-5.0	-1.6	-0.7	-10.0	5.7	7.4	9.6
> O=C(CSc1nc(-c2ccccc2)cc(=O)[nH]1)c1ccc([N+](=O)[O-])cc1
 : -4.2	4.9	2.6	-0.6	-1.9	-23.0	10.4	-84.8
> Cc1c(S(=O)(=O)c2ccc(Cl)cc2)csc1C(=O)Nc1ccc(F)cc1F
 : 21.9*	-2.1	-5.3	-0.6	-9.3	0.7	-14.3	3.1
> CCCC(=O)Oc1c[nH]c2ccccc12
 : -3.6	-2.5	2.5	-0.3	6.7	-10.0	5.0	-27.1
> N#C/C(=C\c1ccc(C#Cc2ccccc2)cc1)C(=O)c1ccco1
 : 3.9	0.4	-9.1	0.0	-3.8	8.0	3.7	-88.8
> O=C1CC(C(=O)O)c2ccccc21 (stereo not given)
 : -8.7	-4.1	1.3	0.1	-5.8	-11.9	-1.4	13.5
> Cc1nc(-c2ccnc(-c3cc(Cl)cc(Cl)c3)n2)cs1
 : -3.9	2.2	-5.5	-1.2	10.6	8.1	7.9	-34.8
> CN1C(=O)c2ccccc2Sc2cc(Cl)ccc2S1(=O)=O
 : -7.4	-6.0	12.2	-0.9	0.1	-24.4	-19.8	-8.7
> O=C1CNC(=S)N1Cc1cccs1
 : -3.3	4.1	-4.7	-0.2	12.9	97.7*	10.6	-60.8
> O=C(Cc1cc2ccccc2o1)NCc1ccc(F)cc1
 : -6.6	1.0	-1.0	-0.6	-1.6	6.1	-8.8	-13.5
> CC(=O)c1ccc(NC(=O)OC2CCSC2)cc1 (stereo not given)
 : -4.5	-2.1	-2.2	-0.3	8.3	-3.0	-3.2	-64.3
> O=C1c2cccc3cccc(c23)C(=O)N1c1ccccc1O
 : -3.1	-4.6	9.3	-0.2	-6.1	1.7	-10.9	6.8
> CNc1cc(=O)n(C)c(=O)n1C
 : 1.3	2.7	-0.8	-0.1	-6.3	16.5	-3.1	-27.0
> O=C(NCc1ccc(F)cc1F)c1ccc(Cl)cc1Cl
 : -1.9	-3.2	3.3	-0.1	-4.8	-3.3	-10.9	21.2
> O=c1oc(-c2c(Cl)cccc2Cl)ns1
 : -8.0	-2.0	-1.1	-0.8	-9.3	2.4	18.3	-3.5

# Bioassay records: PubChem BioAssay, The Scripps Research Institute Molecular Screening Center
